From PubChem BioAssay
AGP1 TOR yeast – alters AGP1-GFP fluorescence in TOR pathway yeast screen | actives 0.02% (n = 320,000) | GFP response vs DMSO, % at 10 µM | AID 2066 | S. cerevisiae AGP1-GFP multiplex flow cytometry, 3 h; GFP as percent of DMSO wells;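 active = GFP response relative to DMSO above a set limit, near screen average plus 3 SD, cut at about 150% in these data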;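 also: median GFP channel fluorescence of the gated AGP1 strain per well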
MEP2-GFP yeast – modulators of TOR pathway MEP2-GFP in S. cerevisiae; GFP response vs DMSO, % at 10 µM; AID 2016; S. cerevisiae MEP2-GFP strain, flow cytometry GFP, 3 h; 100% = DMSO control level; actives 0.51% (n = 330,000);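 active = GFP response versus DMSO above a set limit, roughly screen mean plus 3 SD, cut at about 180% in these data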;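 also: median GFP fluorescence of the barcode-gated MEP2-GFP cells per well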
VLA-4 inh – inhibition in a human VLA-4 binding assay; VLA-4 expressing cells, ligand binding flow cytometry; inhibition, % (about 7 µM as worked out from the volumes in the protocol); actives 0.2% (n = 330,000); in the data active = inhibition above about 50%
JMJD2C inh – inhibitors of human GASC-1 (JMJD2C) demethylase. GST-JMJD2C(1-420) H3K9me3 demethylation, DELFIA europium. inhibition, % at 2.35 µM. actives 0.069% (n = 330,000). AID 2099;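 active = more than half of a compound's replicate wells show inhibition beyond 50%, single wells judged on their own value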;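 also: signal counts dimethyl H3K9 product captured on neutravidin plate; 0% = median of DMSO wells and 100% = 0.3 times that DMSO median; strong numbers were not always called active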
Target sequence (Q9H3R0 1-420 limits assumed): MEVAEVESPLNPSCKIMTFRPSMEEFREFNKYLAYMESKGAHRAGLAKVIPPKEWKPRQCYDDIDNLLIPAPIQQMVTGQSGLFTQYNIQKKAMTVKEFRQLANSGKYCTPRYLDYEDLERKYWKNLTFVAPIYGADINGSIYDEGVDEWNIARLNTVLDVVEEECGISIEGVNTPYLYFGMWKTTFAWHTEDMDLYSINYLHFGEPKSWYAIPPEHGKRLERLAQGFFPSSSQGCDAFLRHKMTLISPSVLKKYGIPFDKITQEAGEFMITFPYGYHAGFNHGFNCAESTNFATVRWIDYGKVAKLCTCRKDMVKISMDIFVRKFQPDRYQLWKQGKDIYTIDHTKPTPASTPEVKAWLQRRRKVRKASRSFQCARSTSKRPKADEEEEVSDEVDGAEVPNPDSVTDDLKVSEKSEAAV
CIT2-GFP yeast – modulators of TOR pathway CIT2-GFP in S. cerevisiae; S. cerevisiae CIT2-GFP strain, flow cytometry, 3 h; 100 means same as DMSO wells; GFP response vs DMSO, % at 10 µM; actives 0.065% (n = 320,000);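 active = GFP response relative to DMSO above a set limit, near the screen mean plus 3 SD, cut at about 150% in these data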;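 also: ratio of well median GFP fluorescence to mean of DMSO wells on the plate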
GRK2 aptamer HTS – human GRK2 inhibition via aptamer displacement; bead flow cytometry, FAM-aptamer displacement from GRK2; inhibition of aptamer binding, % at 10 µM; P25098; actives 0.59% (n = 330,000);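 active = inhibition of aptamer binding above 40%, roughly 3 SD of noise, on plates passing a quality check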;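 also: median bead fluorescence of bound FAM aptamer so fluorescent compounds give negative values; no value below 0 was filed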
Target sequence (P25098 whole entry, looked up): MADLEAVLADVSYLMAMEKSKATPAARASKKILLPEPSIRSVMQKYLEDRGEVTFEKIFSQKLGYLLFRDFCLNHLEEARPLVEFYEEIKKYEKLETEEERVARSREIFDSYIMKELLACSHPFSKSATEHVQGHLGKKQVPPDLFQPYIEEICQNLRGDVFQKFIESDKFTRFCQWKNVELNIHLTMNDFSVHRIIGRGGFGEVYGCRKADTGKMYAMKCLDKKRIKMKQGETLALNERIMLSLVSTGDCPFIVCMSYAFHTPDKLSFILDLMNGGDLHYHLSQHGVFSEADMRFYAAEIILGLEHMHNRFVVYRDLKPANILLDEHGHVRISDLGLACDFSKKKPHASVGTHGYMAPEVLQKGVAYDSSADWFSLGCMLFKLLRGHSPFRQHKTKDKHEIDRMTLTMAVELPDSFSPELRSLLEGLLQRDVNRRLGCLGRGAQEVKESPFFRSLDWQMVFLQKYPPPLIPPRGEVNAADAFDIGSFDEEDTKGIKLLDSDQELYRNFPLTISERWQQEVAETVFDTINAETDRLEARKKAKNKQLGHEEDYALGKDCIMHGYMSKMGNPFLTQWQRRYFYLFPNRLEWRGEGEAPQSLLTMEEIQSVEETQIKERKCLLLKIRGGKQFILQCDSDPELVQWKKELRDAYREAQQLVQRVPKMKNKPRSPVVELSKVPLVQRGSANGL
LAP4 TOR yeast – modulators of TOR pathway LAP4-GFP in S. cerevisiae; GFP response vs DMSO, % at 10 µM; actives 0.34% (n = 320,000); S. cerevisiae LAP4-GFP multiplex, flow cytometry GFP, 3 h; median GFP as percent of DMSO wells;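 active = GFP response vs DMSO above a set limit, about the screen mean plus 3 SD, cut at about 150% in these data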
RPL19A-GFP yeast – alters RPL19A-GFP fluorescence in TOR pathway yeast screen. percent response vs DMSO, % at 10 µM. actives 0.3% (n = 330,000). S. cerevisiae RPL19A-GFP strain, flow cytometry, 3 h; stronger effect = lower value;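 active = percent response vs DMSO below 50%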;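 also: median channel GFP fluorescence of the barcoded RPL19A-GFP strain; ratio of sample median GFP to plate DMSO average so 100% = DMSO; lower means less RPL19A-GFP as with rapamycin TOR inhibition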
Numbers without * were called inactive; i = inactive; x = not tested or not shown.

SMILES	AGP1 TOR yeast	MEP2-GFP yeast	VLA-4 inh	JMJD2C inh	CIT2-GFP yeast	GRK2 aptamer HTS	LAP4 TOR yeast	RPL19A-GFP yeast
CC(OC(=O)C1CCCC1)C(=O)Nc1ccc(S(N)(=O)=O)cc1 (stereo not drawn)	94	96	7	-16	85	0	101	87
CS(=O)(=O)c1ccccc1COC(=O)Nc1ccc(Cl)cc1	103	98	-8	-10	96	3	98	99
O=C1c2ccccc2NC(c2ccc(-c3cccc(F)c3)o2)N1O (stereo not drawn)	89	91	8	-3	90	0	108	94
Cc1ccc(S(N)(=O)=O)cc1	92	95	13	12	88	0	100	96
Cn1cc(CN(CCO)Cc2cccs2)c(-c2ccccc2F)n1	88	97	0	5	100	0	95	98
COc1ccc(C)cc1S(=O)(=O)N1CCN(Cc2ccccc2)CC1	99	104	18	2	96	0	101	100
CC(C)CN(CC(C)C)c1nnc(N)s1	101	101	-15	0	97	0	97	103
COC(=O)c1sccc1-c1ccc(C(=O)Nc2cccnc2)o1	97	99	12	3	88	2	103	94
CN(C)/C=C(\C#N)C(=O)N/N=C/c1ccc(F)cc1	101	113	7	11	104	0	100	105
COc1ccccc1NC(=O)N1CCCC1C(=O)Nc1ccc2c(c1)OCO2 (stereo not drawn)	106	105	17	2	x	0	90	100
Cc1cc(C(=O)COC(=O)C(C)NC(N)=O)c(C)n1Cc1ccco1 (stereo not drawn)	103	98	7	12	103	5	102	103
O=C(Nc1ccccc1)c1ccccc1NC(=O)c1ccccc1C(=O)O	98	93	9	-4	89	2	109	93
O=C(/C=C/c1ccc(OCCCF)cc1)N1CCOCC1	97	102	2	-20	100	0	97	103
Cc1ccc2c(c1)N(CC(=O)Nc1ccc3c(c1)OCCO3)C(=O)CO2	101	103	1	-4	103	0	95	99
COc1ccc(NC(C)=O)cc1NC(=O)c1cccc(S(=O)(=O)N2CCN(Cc3ccccc3)CC2)c1	119	104	-8	1	100	0	115	107
O=C(NNc1ccc(-c2csnn2)cc1)c1cc(Cl)cc(Cl)c1	110	91	1	-10	121	3	102	103
CCC(=O)Nc1cccc(C(=O)c2ccccc2)c1	94	94	-15	-2	94	0	99	92
C=CCn1c(CCNC(=O)c2cccs2)n[nH]c1=S	84	92	5	6	98	0	77	98
CC(C)N=C(NC#N)SCc1ccc(Br)cc1	101	106	6	31	105	1	99	104
CCOc1ccc(N2C(=O)CN(O)C=C3N=c4ccccc4=C32)cc1	104	101	0	0	104	0	107	101
COc1ccc(Cl)cc1NC(=O)CN(C)C(=O)Cn1c(=O)oc2ccccc21	101	98	-17	13	98	0	106	95
COc1ccccc1CNC(=O)COC(=O)/C=C/c1ccc2c(c1)OCO2	107	103	3	8	100	0	104	107
CN1CCCCCC1=Nc1ccc([N+](=O)[O-])cc1	99	96	8	3	90	0	111	89
O=C(O)COCC(=O)Nc1ccc(-n2cnnn2)cc1	105	102	-1	-5	106	0	103	102
CC(C)N(C)S(=O)(=O)c1ccc(Cl)c(C(=O)O)c1	96	94	-8	32	88	1	94	88
COc1ccc(CNC(=O)[C@H](C)N2C(=O)N3CCc4c([nH]c5ccc(OC)cc45)[C@@]3(C)C2=O)cc1	100	102	-20	44	107	0	105	98
O=C(Cc1ccccc1)N1CCCC(c2nc(-c3cccs3)no2)C1 (stereo not drawn)	93	92	5	9	92	0	96	94
COc1cc(/C=N/Nc2nnc3c(n2)[nH]c2ccccc23)ccc1O	104	101	-1	3	111	0	88	104
COc1ccc(CN2CCNC(=O)C2CC(=O)O)cc1OC (stereo not drawn)	101	104	7	2	100	1	98	101
COc1ccc(NC(=O)C2CC(c3ccccc3Cl)=NO2)cc1 (stereo not drawn)	99	106	-4	1	98	0	105	99
COC(=O)c1c(O)cc(C(C)(C)C)n(-c2ccc(F)cc2)c1=O	92	99	17	7	95	3	93	99
O=C(CNS(=O)(=O)c1ccccc1)N/N=C\c1ccc(Cl)cc1	105	100	-6	-7	104	0	100	104
CCOc1ccccc1NC(=O)C1CCN(C(=O)NCc2ccccc2)CC1	98	102	-10	30	97	1	102	99
COc1ccc(-c2[nH]ncc2CN(C)Cc2c(C)n[nH]c2C)c(OC)c1	100	101	12	51	95	0	104	100
CC(C)(C)CC(=O)NCCCCCCNC(=O)CC(C)(C)C	120	97	9	-12	89	4	100	96
CCCc1[nH]nc2c1C(c1ccc(OC)c(CSC3=NCCS3)c1)C(C#N)=C(N)O2 (stereo not drawn)	108	105	10	6	103	0	108	91
Fc1ccc(/C=N/NC(=S)Nc2cccnc2)cc1F	99	109	-13	8	80	2	120	96
Cc1ccc(NS(=O)(=O)c2cccc(C(=O)O)c2)cc1S(=O)(=O)N1CCCCC1	104	117	13	1	101	4	99	98
C=CCNc1nc(N)c([N+](=O)[O-])c(Nc2cccc(Cl)c2)n1	102	105	-12	2	106	0	107	100
COc1cccc(CN(C)C(=O)c2ccccc2Sc2ccccc2C#N)c1	104	98	-1	2	93	0	95	98
c1ccc(N2CCN(Cc3nc4ccccc4[nH]3)CC2)nc1	104	104	0	4	105	2	94	109
Cc1ccc(S(=O)(=O)N2CCCC2)cc1C(=O)NCCOc1ccccc1	104	105	0	-4	103	0	100	102
COc1ccc(CCC(=O)N/N=C(\C)c2ccc3c(c2)OCO3)cc1	98	128	-3	10	107	0	103	115
OCCC1CN(Cc2cccn2-c2cccnc2)CCN1CCc1ccccc1 (stereo not drawn)	82	80	9	8	86	0	87	86
N[C@H](CSCc1ccccc1)C(=O)Nc1ccc([N+](=O)[O-])cc1	96	108	-12	1	101	2	112	103
CCOC(=O)N1CCN(C(=S)Nc2cc(OC)c(OC)cc2C(=O)OC)CC1	96	100	2	0	97	0	96	97
O=C(c1ccco1)N1CCN(S(=O)(=O)c2ccc(Br)cc2)CC1	92	123	18	2	85	3	94	90
NC(=O)c1ccsc1NC(=O)COC(=O)COc1ccc(C=O)cc1	100	104	11	6	99	1	103	101
COc1ccc(NC(=S)Nc2ccc(OC(F)F)cc2)cn1	110	109	11	-34	101	2	114	104
CCOc1ccccc1C(=O)NC1CCN(CC(=O)Nc2cc(OC)ccc2OC)CC1	95	108	-1	-7	103	1	87	105
COc1ccc(NC(=O)CCc2nc(-c3ccc(C)cc3)no2)cc1Cl	104	101	-2	14	105	0	101	103
CCCN(CCC)CC(O)COc1ccc2c(c1)OCO2 (stereo not drawn)	95	88	10	-7	105	0	93	96
CCOc1ccc(Cc2nc(-c3nonc3N)no2)cc1OCC	x	86	0	-3	92	6	85	92
COC(=O)CSc1nnc(-c2ccc(S(=O)(=O)NCc3ccccc3Cl)cc2)o1	83	111	-6	3	90	0	104	94
COc1ccc(CN(C)C(=O)CCc2ccc(S(=O)(=O)N3CCCCCC3)cc2)c(OC)c1	101	105	16	4	94	2	103	103
Cc1ccc(NC(=O)Cn2c(=O)c3cccn3c3ccccc32)c(Cl)c1	108	103	23	4	107	0	94	101
COCC(=O)Nc1cc(OC)cc(OC)c1	108	105	22	-1	97	1	103	102
Cc1ccc(C2NNC(=O)C2NC(=O)c2ccccc2)cc1 (stereo not drawn)	106	104	7	-6	102	7	101	101
Cc1ccc(NC(NC(=O)c2cccs2)C(Cl)(Cl)Cl)cc1C (stereo not drawn)	105	103	0	13	93	0	106	99
Cc1cc(=O)[nH]c(N/N=C/c2ccc(O)c(O)c2)n1	100	108	1	-1	101	1	87	100

(further entries)
SMILES	AGP1 TOR yeast	MEP2-GFP yeast	VLA-4 inh	JMJD2C inh	CIT2-GFP yeast	GRK2 aptamer HTS	LAP4 TOR yeast	RPL19A-GFP yeast
OCCC1CN(Cc2ccn[nH]2)CCN1Cc1ccc(F)c(F)c1 (stereo not drawn)	108	97	12	0	101	0	106	97
C[C@@H](NC(=O)[C@@H]1Cc2ccccc2CN1C(=O)OC(C)(C)C)C(=O)NCC1CCCO1 (stereo partly drawn)	101	105	12	5	103	1	94	101
Cc1cccc(C2NC(=O)c3ccccc3O2)c1 (stereo not drawn)	100	107	15	18	96	1	96	97
COc1ccc(OCC(=O)Nc2ccc(S(=O)(=O)N3CCN(C)CC3)cc2)cc1	105	98	2	-2	88	0	112	96
Cc1c(NC(=O)CSc2ncnc3c2cnn3-c2ccccc2)c(=O)n(-c2ccccc2)n1C	112	104	-3	-1	100	2	112	102
Cc1ccc(-c2n[nH]c(=S)n2/N=C/c2sccc2C)cc1	100	105	18	-6	109	0	110	97
O=C(NCc1ccccc1Cl)c1ccc(Br)o1	100	101	-2	0	107	0	100	101
COc1ccc(CCNC(=O)c2cccc(S(=O)(=O)N3CCOCC3)c2)cc1OC	111	111	38	3	106	0	109	108
CCOC(=O)CCC(=O)Nc1ccccc1C(N)=O	100	95	-10	-9	104	0	98	99
Cc1ccc(NS(=O)(=O)c2cc(C(=O)Nc3cccnc3)ccc2C)cc1	88	97	5	3	108	2	63	100
Cc1ccc2[nH]c(C)c(CCNC(=O)c3c(N)no[n+]3[O-])c2c1	109	107	5	-11	97	0	122	100
O=C(NCc1ccc(F)cc1)c1cccnc1C(=O)O	94	96	-7	55	106	0	93	93
COc1ccc(CN2CCCC2C(=O)Nc2ccc(OC)c(OC)c2)cc1OC (stereo not drawn)	94	98	-7	34	95	2	96	95
COc1ccc(Cn2nnnc2CN(Cc2cc3cc(C)ccc3[nH]c2=O)C2CCCC2)cc1	98	104	5	-23	97	4	93	99
CC(OC(=O)c1ccccn1)C(=O)Nc1ccc2c(c1)OCCO2 (stereo not drawn)	104	110	12	4	107	0	105	101
O=c1[nH][nH]c(-c2ccccc2)c1C=Nc1ccccc1	85	96	-10	-9	99	1	99	98
Cc1ccc(CN2C(=O)c3ccccc3NC23CCN(Cc2ccccc2)CC3)cc1	96	93	22	3	88	0	94	103
COc1cccc(OC)c1OCCN1CCN(C(c2ccccc2)c2ccccc2)CC1	98	107	2	-6	110	0	91	106
COc1cc(CNC(C)(C)CO)cc(Br)c1OCc1ccc(Cl)cc1Cl	99	96	-1	-17	100	0	94	100
N#CC(Cc1ccccc1OC(F)F)c1nc2ccccc2[nH]1 (stereo not drawn)	93	92	6	6	97	0	89	95

Ordered by value in JMJD2C inh (high to low): 4 from the list above
Compound,JMJD2C inh
O=C(NCc1ccc(F)cc1)c1cccnc1C(=O)O,55
Cc1cccc(C2NC(=O)c3ccccc3O2)c1 (stereo not drawn),18
Cc1ccc(NS(=O)(=O)c2cc(C(=O)Nc3cccnc3)ccc2C)cc1,3
OCCC1CN(Cc2ccn[nH]2)CCN1Cc1ccc(F)c(F)c1 (stereo not drawn),0

(next part)
SMILES	AGP1 TOR yeast	MEP2-GFP yeast	VLA-4 inh	JMJD2C inh	CIT2-GFP yeast	GRK2 aptamer HTS	LAP4 TOR yeast	RPL19A-GFP yeast
O=c1[nH]c(S)nc2sc3c(c12)CCCC3	107	106	16	32	119	3	125	106
C=CCn1c(O)c(N=NC(=S)Nc2cccc(C)c2)c2ccccc21	98	102	-4	i	106	5	109	98
Cc1c(S(=O)(=O)N2CCN(c3cccc(Cl)c3)CC2)c(=O)n(C)c(=O)n1C	110	100	10	-7	93	9	110	95
CCOc1ccc(-n2c(O)c(/C=N/Nc3nc(C)cc(C)n3)c3ccccc3c2=O)cc1	112	106	-6	x	99	0	97	105
O=C1CC(c2ccccc2)CC2=C1CN(C1CCCCC1)CN2 (stereo not drawn)	108	111	12	x	105	0	102	106
O=C(NC1C2CCCC1CN(C1CC1)C2)c1ccc(Cl)cc1 (stereo not drawn)	105	104	-2	0	107	0	99	103

Some of these compounds in order of heavy-atom count, falling:
SMILES	AGP1 TOR yeast	MEP2-GFP yeast	VLA-4 inh	JMJD2C inh	CIT2-GFP yeast	GRK2 aptamer HTS	LAP4 TOR yeast	RPL19A-GFP yeast
CCOc1ccc(-n2c(O)c(/C=N/Nc3nc(C)cc(C)n3)c3ccccc3c2=O)cc1	112	106	-6	x	99	0	97	105
O=C(NC1C2CCCC1CN(C1CC1)C2)c1ccc(Cl)cc1 (stereo not drawn)	105	104	-2	0	107	0	99	103
O=c1[nH]c(S)nc2sc3c(c12)CCCC3	107	106	16	32	119	3	125	106
